Assay outcomes deposited in PubChem by several laboratories.
GLD-1 RNA inh – GLD-1/TGE RNA complex disruptors, primary screen, biochemical, fluorescence polarization; Female germline-specific tumor suppressor gld-1 (Caenorhabditis elegans), Q17339; purified GLD-1 + fluorescein TGE RNA; actives 0.44% (n = 320,000); inhibition, % at 5.96 µM;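 active = percent inhibition above a per-plate cutoff, the plate mean of test compounds plus 3 SD, cut at about 30% in these data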;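 also: 0% = DMSO wells with GLD-1 and probe and 100% = wells lacking GLD-1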
VLA-4 inh – inhibition in human VLA-4 binding assay, primary screen, VLA-4 allosteric modulator project, MLPCN library, flow cytometry, VLA-4 expressing cells; ligand binding flow cytometry; inhibition, % (about 7 µM as worked out from the volumes in the protocol); actives 0.2% (n = 330,000); AID 2557, 2010; in the data active = inhibition above about 50%
Bcl-xL primary – inhibitors of human Bcl-xL, primary screen, biochemical, fluorescence polarization, HTS. AID 2129, 2009. actives 0.7% (n = 320,000). GST-Bcl-xL / FITC-Bim BH3 peptide fluorescence polarization. inhibition, % at 10.9 µM;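 active = inhibition above the mean of all tested compounds plus 3 SD, cutoff set per campaign, cut at about 30% in these data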;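 also: 0% = DMSO wells and 100% = unlabeled Bim-BH3 peptide competitor; inhibitors lower millipolarization by displacing the labeled peptide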
CR mimetic SO – reduction of superoxide in aged yeast, primary screen, HTS; S. cerevisiae aged cells, superoxide DHE fluorescence; hits give low values; superoxide response (% of plate mean), % at 10 µM; actives 0.18% (n = 330,000);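 active = superoxide response under a set limit, about three screen SD below normal, cut at about 65% in these data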;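 also: yeast aged for seven days with compound at 30 °C before DHE staining; 100% = average MFI of all compound-treated wells on the plate with controls excluded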
CIT2 TOR yeast – modulators of CIT2-GFP expression in yeast, primary screen, S. cerevisiae, GFP fusion, multiplex flow cytometry, MLPCN library | GFP response vs DMSO, % at 10 µM | S. cerevisiae CIT2-GFP strain, 3 h; 100 means same as DMSO wells | AID 2029, 2009 | actives 0.065% (n = 320,000);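 active = GFP response relative to DMSO above a set limit, near the screen mean plus 3 SD, cut at about 150% in these data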;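 also: ratio of well median GFP fluorescence to mean of DMSO wells on the plate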
GRK2 inh – compounds blocking aptamer binding on GRK2 – biochemical, human GRK2, bead flow cytometry, HTS, primary screen; Beta-adrenergic receptor kinase 1 (Homo sapiens), P25098; inhibition of aptamer binding, % at 10 µM; actives 0.59% (n = 330,000); AID 488847, 2010; FAM-aptamer displacement from GRK2;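 active = inhibition of aptamer binding above 40%, roughly 3 SD of noise, on plates passing a quality check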;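 also: median bead fluorescence of bound FAM aptamer so fluorescent compounds give negative values; no value below 0 was filed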
Target sequence (P25098 whole entry, looked up): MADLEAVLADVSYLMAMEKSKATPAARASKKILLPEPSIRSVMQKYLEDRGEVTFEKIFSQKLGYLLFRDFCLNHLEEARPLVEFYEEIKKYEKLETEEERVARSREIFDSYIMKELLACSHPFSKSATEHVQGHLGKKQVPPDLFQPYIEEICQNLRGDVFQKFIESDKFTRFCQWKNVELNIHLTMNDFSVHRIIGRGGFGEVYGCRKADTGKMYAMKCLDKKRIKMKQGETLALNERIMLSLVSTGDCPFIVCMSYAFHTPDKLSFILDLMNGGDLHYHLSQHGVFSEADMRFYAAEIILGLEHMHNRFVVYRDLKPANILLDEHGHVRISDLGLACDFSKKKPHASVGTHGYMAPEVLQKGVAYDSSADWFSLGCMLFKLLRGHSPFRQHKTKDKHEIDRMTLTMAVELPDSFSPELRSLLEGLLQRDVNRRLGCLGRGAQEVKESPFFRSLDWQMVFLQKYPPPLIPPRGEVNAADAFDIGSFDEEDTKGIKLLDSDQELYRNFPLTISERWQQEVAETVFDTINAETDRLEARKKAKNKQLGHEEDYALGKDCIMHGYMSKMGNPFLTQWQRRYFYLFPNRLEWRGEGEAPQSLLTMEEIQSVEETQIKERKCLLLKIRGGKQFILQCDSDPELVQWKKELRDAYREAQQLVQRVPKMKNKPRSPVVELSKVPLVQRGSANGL
AGP1 TOR yeast – modulators of AGP1-GFP expression in yeast TOR pathway, primary screen, cell-based, multiplex flow cytometry, S. cerevisiae, MLPCN library; 3 h; GFP as percent of DMSO wells; GFP response vs DMSO, % at 10 µM; actives 0.02% (n = 320,000); AID 2066, 2009;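 active = GFP response relative to DMSO above a set limit, near screen average plus 3 SD, cut at about 150% in these data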;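 also: median GFP channel fluorescence of the gated AGP1 strain per well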
MEX-5 binding – MEX-5 zinc finger RNA-binding disruptors – biochemical, C. elegans, fluorescence polarization, MLPCN library, primary screen; Zinc finger protein mex-5 (Caenorhabditis elegans), Q9XUB2; AID 1832, 2009; actives 0.38% (n = 300,000); MEX-5/FITC-TCR2 RNA binding; hits give low values; activity score (negative = inhibition of binding), % at 10 µM;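 active = inhibition past about -25% in most replicates, and total fluorescence under double the plate's negative control median, limit read from the data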;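 also: 0% = DMSO and -100% = 5 µM competing unlabeled TCR2 RNA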
MCL1 BIM primary – inhibitors of MCL1 binding to BIM-BH3, primary screen, biochemical, fluorescence polarization | Induced myeloid leukemia cell differentiation protein Mcl-1 (Homo sapiens), Q07820 | GST-MCL1 / FITC-Bim-BH3 fluorescence polarization | inhibition, % at 10.9 µM | actives 0.68% (n = 320,000) | AID 2057, 2009;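 active = inhibition above the mean inhibition of all tested compounds plus 3 SD, set per campaign, cut at about 40% in these data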;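 also: 0% = DMSO wells and 100% = unlabeled Bim-BH3 peptide control; higher means more loss of mP so more displacement of Bim peptide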
Target sequence (Q07820 whole entry, looked up): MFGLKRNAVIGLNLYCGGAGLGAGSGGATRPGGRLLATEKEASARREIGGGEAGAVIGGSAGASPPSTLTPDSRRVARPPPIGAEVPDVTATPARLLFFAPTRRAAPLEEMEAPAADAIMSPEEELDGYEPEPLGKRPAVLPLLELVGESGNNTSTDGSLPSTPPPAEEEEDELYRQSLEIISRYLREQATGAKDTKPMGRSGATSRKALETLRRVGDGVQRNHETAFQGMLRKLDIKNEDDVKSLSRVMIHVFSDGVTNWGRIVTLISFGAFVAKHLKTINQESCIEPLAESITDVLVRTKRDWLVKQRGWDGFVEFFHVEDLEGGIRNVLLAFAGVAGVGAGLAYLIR
* marks the source's active call; other numbers are inactive results; i = inactive; nt = not tested or not shown.

SMILES	GLD-1 RNA inh	VLA-4 inh	Bcl-xL primary	CR mimetic SO	CIT2 TOR yeast	GRK2 inh	AGP1 TOR yeast	MEX-5 binding	MCL1 BIM primary
C[C@@]12CC(=O)NC1N(C(=O)c1cccc(C(F)(F)F)c1)C(c1ccccc1OC(=O)c1cccc(C(F)(F)F)c1)C2 (some centres undefined)	0	-9	-4	93	96	0	101	-4.2	-5
O=C(Cc1ccc([N+](=O)[O-])cc1)Nc1nccs1	8	-5	1	119	106	2	114	0.4	1
CC1(C)N=C(N)N=C(N)N1c1ccccc1	4	2	3	106	96	0	98	-1.3	-4
Cc1ccc(NC(=S)N/N=C/c2ccc(Cl)c([N+](=O)[O-])c2)cc1	1	-1	2	99	96	1	93	-1.5	10
Cc1cc([N+](=O)[O-])ccc1NC(=O)c1sc2ncn(CC(=O)N3CCOCC3)c(=O)c2c1C	-5	11	4	122	94	0	101	-0.6	4
CCC(c1nnnn1C1CCCC1)N1CCN(c2ccccc2)CC1 (centres undefined)	8	-22	8	107	107	0	nt	0.0	7
CCOC(=O)c1c(NC(=O)CSc2c[nH]c3ccccc23)sc2c1CCC2	0	-34	3	122	97	7	104	3.1	1
COc1cc(N)c(Cl)cc1C(=O)OCC(=O)N1CCc2ccccc21	1	6	2	91	97	1	93	nt	2
COc1cccc(C(C(=O)NC2CCCC2)N(C(=O)c2ccco2)c2cccc(C(C)=O)c2)c1OC (centres undefined)	-3	5	-3	103	96	2	91	-3.0	-8
CCCCCNC(=O)c1ccc(NS(=O)(=O)c2ccc3[nH]c(=O)[nH]c3c2)cc1	-3	20	-5	109	105	4	108	-2.4	-8
O=C(Nc1ccc(Oc2cccc(C(F)(F)F)c2)nc1)c1ccco1	-2	-13	1	97	92	2	91	1.4	-3
Cc1nn2c3ccccc3nc2c2ccccc12	-2	8	5	102	87	0	88	2.8	1
CC(c1ccccc1)N1CCC(CNC(=S)Nc2cccc(Cl)c2)C1 (centres undefined)	8	0	7	105	101	4	103	-3.1	8
CC1CCCN(C(=O)COC(=O)c2ccc3[nH]c4c(c3c2)CCCC4)C1 (centres undefined)	7	-16	-10	91	93	0	114	0.5	-3
Cc1c(C#N)c(N=CN(C)C)c(C(=O)c2ccc(Br)cc2)n1-c1ccc(Cl)cc1	5	-11	1	96	92	0	95	0.7	4
O=c1[nH]c(Nc2ccccn2)cc2ccccc12	8	8	12	107	91	1	96	-9.2	8
O=C1c2ccccc2C(=O)N1CCCc1nc(-c2cccnc2)no1	2	4	3	78	107	0	109	0.8	1
COc1cc2c(cc1OC)CN(C(=O)CCc1c[nH]c3ccccc13)[C@H](C(=O)O)C2	-6	1	3	96	105	4	104	-0.3	7
O=C(C(O)c1ccccc1)N1N=C(c2ccccc2)CC1(O)C(F)(F)F (centres undefined)	nt	-14	nt	93	93	0	99	-3.8	nt
CC(=O)N1N=C(c2ccc(NS(C)(=O)=O)cc2)CC1c1ccc2nccnc2c1 (centres undefined)	2	15	-1	97	95	2	103	-0.5	-3
O=C(CCCc1ccccc1)Nc1ccccc1[N+](=O)[O-]	5	9	2	100	97	0	91	1.3	0
CS(=O)(=O)N(Cc1ccccc1)c1ccccc1C(=O)N1CCN(c2ccccc2)CC1	-4	-7	-6	92	93	16	92	-0.7	-1
NC(=NCCc1ccccc1)NS(=O)(=O)c1ccccc1F	1	30	8	85	106	0	110	0.1	3
CCCCc1ccc(Nc2ncccc2C#N)cc1	-4	5	-4	92	91	0	94	0.6	-3
Cc1ccsc1/C=N/n1c(-c2ccccc2)n[nH]c1=S	0	8	-14	112	107	4	97	-0.7	-10
SMILES	GLD-1 RNA inh	VLA-4 inh	Bcl-xL primary	CR mimetic SO	CIT2 TOR yeast	GRK2 inh	AGP1 TOR yeast	MEX-5 binding	MCL1 BIM primary
NNC(=O)CN1C(c2ccc(Br)cc2)=Nc2ccc(Br)cc2C1c1ccccc1 (centres undefined)	10	8	2	95	104	2	104	-1.5	7
Nc1nonc1C(=O)NCCNCc1ccccc1OCc1ccccc1F	-2	-1	2	83	109	nt	108	0.6	2
CN(CC(=O)NCc1ccccc1)CC(=O)Nc1ccc(Cl)c(C(F)(F)F)c1	-2	14	3	90	93	0	107	nt	-4
CCS(=O)(=O)C1=NSC2=NC(=O)/C(=C\c3ccc(OC(=O)c4ccco4)c(OC)c3)C(=N)N21	-5	6	-6	i	115	0	106	14	-3
COc1ccc(OC)c(NC(=O)c2cccc(NC(=O)c3ccccc3C(=O)O)c2)c1	4	8	4	88	107	1	97	1.9	4
CCCCCOC(=O)c1[nH]c2c(c1C)C(=O)CC(c1ccco1)C2 (centres undefined)	-7	7	-12	101	94	7	103	-2.0	-17
O=C1CN(C(=O)c2cccs2)c2ccccc2N1	0	-1	0	97	nt	2	104	1.3	-12
COc1ccc(Nc2cc(NCCCO)c([N+](=O)[O-])c3nonc23)cc1	-7	-4	8	95	97	3	90	-2.5	13
Cc1noc(C)c1COC(=O)[C@@H](NC(=O)c1ccccc1)C(C)C	0	9	3	100	98	2	93	0.2	7
CCc1ccc2nc(N(CCN(C)C)C(=O)/C=C/c3cccs3)sc2c1	3	18	4	106	97	0	101	-0.5	-1
CCCCn1c(-c2ccc(F)c(F)c2)nc2cc3[nH]c(=O)c(C(C)C)nc3cc21	9	-7	26	101	86	6	94	-9.5	19
O=C(CSc1nnc(Cc2ccccc2)n1-c1cccc(Cl)c1)N1CCOCC1	3	23	3	99	103	2	107	-1.0	4
Cc1cc(C(=O)NC2CC(C)(C)Cc3c2cnn3-c2cccc(F)c2)nn1C (centres undefined)	8	-1	2	108	97	0	103	1.2	-3
N#Cc1cccc(S(=O)(=O)NCCOc2ccccc2F)c1	2	-8	0	111	95	0	96	nt	-7
CC1=CCC2C(=O)N(c3nc4ccccc4n3C)C(=O)C2C1 (centres undefined)	9	1	2	89	94	1	96	0.3	10
O=C(N/N=C/c1ccccn1)c1ccc(Br)cc1	-6	4	3	106	92	4	89	-1.0	3
CCOC(=O)c1c(C)[nH]c(C(=O)COc2ccc3c(c2)OCO3)c1C	-4	20	4	74	82	3	98	-3.1	-12
Cc1cc(C(=O)N2CCN(c3ccccc3)CC2)c(C)o1	-1	5	1	76	110	0	107	3.8	0
CSc1nccc(Oc2ccccc2Cl)n1	0	6	-2	72	115	0	114	-0.2	-7
CCOc1ccc(/C=C/C2=Cc3c(sc(NC(=O)CSc4n[nH]c(N)n4)c3C#N)C(C)(C)C2)cc1	31*	-297	-14	111	97	0	96	1.2	-55
CC(C)C(NC=C1C(=O)OC(C)(C)OC1=O)C(=O)O (centres undefined)	3	13	6	94	105	0	104	-1.5	1
Cc1ccc(S(=O)(=O)N(C)C)cc1NC(=O)COC(=O)c1ccc2ccccc2n1	-40	-19	17	98	106	0	93	nt	15
COc1ccc(CSCC(=O)Nc2ccccc2)cc1[N+](=O)[O-]	5	16	2	110	103	0	96	-2.1	1
CCCNC(C)C(=O)Nc1ccccc1C (centres undefined)	-2	8	-2	94	96	0	89	0.6	7
Cc1ccc(CNc2ccc(N3CCOCC3)cc2)s1	3	20	11	95	90	4	95	0.0	10

GLD-1 RNA inh, what is marked active above
structure,GLD-1 RNA inh,VLA-4 inh,Bcl-xL primary,CIT2 TOR yeast,GRK2 inh,AGP1 TOR yeast,MEX-5 binding,MCL1 BIM primary
CCOc1ccc(/C=C/C2=Cc3c(sc(NC(=O)CSc4n[nH]c(N)n4)c3C#N)C(C)(C)C2)cc1,31*,-297,-14,97,0,96,1.2,-55

Later entries
SMILES	GLD-1 RNA inh	VLA-4 inh	Bcl-xL primary	CR mimetic SO	CIT2 TOR yeast	GRK2 inh	AGP1 TOR yeast	MEX-5 binding	MCL1 BIM primary
CCCOc1ccc(N2C(=O)CC(NCc3ccc(S(N)(=O)=O)cc3)C2=O)cc1 (centres undefined)	-12	2	1	103	97	0	98	-0.1	-1
Cc1nc(CCNC(=O)CC2C(=O)NCCN2CC(C)(C)C)nc2c1CCC2 (centres undefined)	18	-6	28	85	106	0	100	-0.6	31
CC(C)(C)C(=O)N1CCN(C(c2ccccc2)c2ccccc2)CC1	-1	-7	-1	92	97	0	98	0.5	1
Cn1c(-c2cc3ccc(OC(=O)C(C)(C)C)cc3oc2=O)nc2ccccc21	-1	-5	4	102	108	1	105	-0.1	1
CC(C)[C@H](NC(=O)c1ccco1)C(=O)OCC(=O)Nc1ccccc1OC(F)F	8	8	-2	104	105	0	98	3.6	0
CCn1cnc2c1c(=O)n(CC(=O)NCc1ccccc1)c(=O)n2Cc1ccccc1	3	41	-1	116	97	3	101	-1.0	-9
COc1ccc(Cl)cc1NC(=O)COC(=O)C1CC1	2	6	7	108	101	2	95	nt	6
CC(/C=N/NC(=O)c1cc(-c2cccn2C)n[nH]1)=C\c1ccccc1	3	2	0	111	98	2	105	-1.3	-3
COc1cc(CNc2cccc(F)c2)cc(Br)c1O	2	-2	5	84	94	2	94	-0.3	3
CNc1nc(C)cc(C)c1S(=O)(=O)c1ccc(Cl)cc1	7	4	1	85	108	2	nt	-0.2	5
COc1ccc(/C=C2/C(=O)N(c3nc4ccccc4s3)N=C2CSc2ccc(Cl)cc2)cc1	1	38	1	103	106	4	101	2.1	-3
O=C(COc1ccc(Cl)cc1Br)N1CCN(S(=O)(=O)c2ccccc2)CC1	nt	20	nt	108	100	0	87	0.6	nt
O=C(CN1CCN(C(=O)N2CCOCC2)CC1)Nc1ccc(Br)cc1	-6	-2	-6	85	92	0	107	-0.3	-5
CCOC(=O)N1CCN(C(=O)CCc2ccc(S(=O)(=O)NCC(C)C)cc2)CC1	8	-8	4	i	92	0	107	-0.4	5
COc1ccc(CN(Cc2nc3ccccc3c(=O)[nH]2)C(=O)NC2CCCCC2)cc1	6	2	-5	85	95	0	98	-2.4	0
COc1ccc(CCN(C)C(=O)CSc2nnc(C3CC3)n2N)cc1OC	4	10	-9	107	99	0	107	0.7	-12
COCCNC(=O)c1ccc2c(c1)ncn2-c1ccc(C)c(Cl)c1	3	27	-3	102	115	10	105	1.9	-5
CCN(CC)c1ccc(-c2n[nH]c(=S)n2-c2ccccc2)cc1	-3	3	-14	92	107	1	123	-0.7	-8
COc1ccc(NC(=O)c2ccco2)cc1NC(=O)c1ccc(C)cc1	0	3	6	105	89	1	nt	1.2	7
CC(=O)N1c2ccc(S(=O)(=O)N3CCC(C(=O)NC4CCC(C)CC4)CC3)cc2CC1C (centres undefined)	-5	9	1	101	103	1	99	1.2	7
CCOC(=O)NNC(=O)c1[nH]c2ccc(Br)cc2c1-c1ccccc1	-2	8	-2	108	99	0	96	1.0	6
FC(F)Sc1ccc(NC(=S)NCC2CCCCC2)cc1	9	0	0	107	93	0	nt	2.3	2
Cc1ccc(CN(C(=O)CNC(=O)c2cccs2)C(C(=O)NCC2CCCO2)c2ccccc2)cc1 (centres undefined)	2	4	-2	109	98	2	95	1.8	-3
CCOc1ccc(NC(=O)CSC(N)=O)cc1	-2	-4	4	102	84	2	93	-1.5	16
